# Screens as filed in PubChem BioAssay.
# KOR beta-arrestin-1 = KOR antagonists, beta-arrestin recruitment, cell-based, luminescence, uHTS (AID 1778) | Kappa-type opioid receptor (Homo sapiens) | KOR beta-arrestin recruitment, luminescence, antagonist mode; higher % means a stronger effect | inhibition, % at 10 µM, or IC50 in µM where a hit was titrated | 290,000 compounds, 0.091% hits; also: strong numbers were not always called active
# NTR1 ag = agonists of NTR1, primary screen, imaging, U2OS cells, beta-arrestin-GFP, high content (AID 493036); Neurotensin receptor type 1 (Homo sapiens), P30989; NTR1-U2OS beta-arrestin-GFP spot imaging, agonist mode; activation, % at 20 µM; 330,000 compounds, 0.17% hits;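 active = activation at or above 40% of the spot to cytoplasm intensity ratio, with at least 20 cells analyzed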;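 also: 0% = DMSO without peptide and 100% = 100 nM NTR1 peptide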
# Target sequence (P30989 whole entry, looked up): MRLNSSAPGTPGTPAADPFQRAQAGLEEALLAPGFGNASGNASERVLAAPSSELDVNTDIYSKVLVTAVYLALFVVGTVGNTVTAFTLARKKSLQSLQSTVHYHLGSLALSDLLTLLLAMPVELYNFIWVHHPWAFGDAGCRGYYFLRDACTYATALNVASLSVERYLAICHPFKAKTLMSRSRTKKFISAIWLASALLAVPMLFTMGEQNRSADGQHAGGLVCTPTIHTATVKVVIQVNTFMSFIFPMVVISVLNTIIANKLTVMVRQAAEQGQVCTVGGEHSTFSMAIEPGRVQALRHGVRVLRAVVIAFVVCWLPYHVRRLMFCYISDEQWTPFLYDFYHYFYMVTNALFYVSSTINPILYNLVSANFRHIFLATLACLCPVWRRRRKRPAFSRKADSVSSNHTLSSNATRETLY
# GPR55 activation = GPR55 agonists via beta-arrestin recruitment, primary screen, imaging, U2OS cells, beta-arrestin-GFP redistribution (AID 1961); G-protein coupled receptor 55 (Homo sapiens); U2OS GPR55 beta-arrestin-GFP redistribution imaging; higher % means a stronger effect; activation, % at 10 µM; hits with a dose series show EC50 in µM; 290,000 compounds, 0.048% hits;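 active = activation above 40% with more than 50 cells counted in the well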;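 also: U2OS osteosarcoma cells stably expressing GPR55 and beta-arrestin-GFP; plate controls were DMSO negative control for no effect and LPI positive control for full effect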
# NOD1 NF-kB reporter = NOD1 signaling inhibitors, primary screen, cell-based, luminescence, uHTS (AID 1578); one-dose inhibition, % at 4 µM; EC50 in µM for titrated hits; NOD1-driven NF-kB luciferase reporter cells, luminescence; higher % means a stronger effect; 290,000 compounds, 1% hits; in the data active = inhibition mostly above about 36%, no sharp cut-off; inactive = mostly below about 34%;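 also: HEK-293T reporter cells stimulated with the NOD1 agonist gamma-tri-DAP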
# Yfh1-off respiration = enhancers of respiration in Yfh1-depleted yeast, dose response, Friedreich's ataxia, plus single-dose screen (AID 1465). fold induction at 50 µM; hits with a dose series show EC50 in µM. 220,000 compounds, 0.074% hits. S. cerevisiae Yfh1-off respiration, WST-1 reduction, 72 h; higher fold induction means a stronger effect;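 active = fold induction of absorbance versus untreated yeast above a set limit, then at least 30% activation at any dose in follow-up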;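 also: activators that raise dye reduction in frataxin-depleted yeast; strong numbers were not always called active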
# CSM14.1 death rescue = rescue of cells from ER stress-induced death, primary screen, 384-well, CSM14.1, thapsigargin, ATP luminescence (AID 1222). CSM14.1 thapsigargin-induced death rescue, ATP luminescence; higher % means a stronger effect. cellular ATP content (survival), % at 20 µM; hits with a dose series show EC50 in µM. 190,000 tested, under 10 active;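 active = EC50 below 50 µM in the dose-response confirmation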;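 also: death triggered by thapsigargin at about 15 µM added after 2 h compound pretreatment; cell ATP read after overnight thapsigargin exposure of roughly 18 to 22 hours; normalized against plate controls of thapsigargin alone and 5% DMSO vehicle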
# KOR beta-arrestin-2 = KOR agonists, beta-arrestin recruitment, primary screen, cell-based, luminescence, uHTS (AID 1777); Kappa-type opioid receptor (Homo sapiens); KOR beta-arrestin recruitment, luminescence; higher % means a stronger effect; activation, % at 10 µM; hits with a dose series show EC50 in µM; 280,000 compounds, 0.02% hits; in the data active = activation above about 50%, passing the limit was not always enough; also: a part of the inactive calls stands beside numbers as strong as those of hits
# HEK293 NOD2/NF-kB = NOD2 signaling inhibitors, cell-based, luminescence, uHTS, HEK293 (AID 1566); HEK293 NOD2/NF-kB luciferase reporter, luminescence; higher % means a stronger effect; inhibition, % at 4 µM, or EC50 in µM where a hit was titrated; 290,000 compounds, 0.63% hits; also: many of its hits are not listed in these tables
# TNAP activators = human TNAP enzyme activators, primary screen, biochemical, luminescent, no phosphate acceptor, uHTS (AID 1001). 200,000 compounds, 0.03% hits. Alkaline phosphatase, tissue-nonspecific isozyme (Homo sapiens). purified TNAP, luminescent activation assay, no phosphate acceptor; higher activation fold means a stronger effect. one-dose activation fold at 20 µM; EC50 in µM for titrated hits; in the data active = activation fold from about 3, or a potency from the dose series; inactive = the rest, 99 in 100 with activation fold below about 1.6; also: many of its hits are not listed in these tables
# NTR1 ag cell count 20 µM = recorded beside NTR1 ag, whose call it bears; cell count; measured here: cell count, cytotoxicity flag
# Starred values were filed as active, the others as inactive; i = inactive; . = no result given; [ ] = remark or other dose. Rule as the data show it, unless noted: active = inhibition above about 50%; inactive = the rest.
smiles	KOR beta-arrestin-1	NTR1 ag	NTR1 ag cell count 20 µM	GPR55 activation	NOD1 NF-kB reporter	Yfh1-off respiration	CSM14.1 death rescue	KOR beta-arrestin-2	HEK293 NOD2/NF-kB	TNAP activators
COc1ccc(C2C(=O)N(C3CCCCC3)CC(=O)N2CCc2ccccc2)cc1OC (configuration not stated)	8%	0.1	65	-0.1%	0%	i	-1.1%	-0.3%	4%	1.1
COCCn1c(=O)[nH]c2cc(C(=O)NC3CCCCCC3)ccc2c1=O	-6%	-0.2	71	0.3%	-16%	i	-0.5%	-2.7%	-16%	1
COc1ccc(C2=C(N)c3ccccc3C2=O)cc1	-26%	-1.2	60	-0.2%	-38%	i	-3.9%	-1.6%	-31%	1
Cc1cccc(C)c1NC(=O)CC1SC2=NCCN2C1=O (configuration not stated)	6%	-1.4	63	0.2%	-21%	i	1.7%	-4.2%	-5%	1.1
CCc1ccc2nc(SCC(=O)Nc3ccccc3N3CCOCC3)c(C#N)cc2c1	-106%	15	53	-1.9%	2%	i	.	14%	-23%	.
Cc1ccccc1CSCC(=O)NCCSc1ccccn1	-30%	0.1	34	0.2%	-34%	i	0.9%	-0.3%	-29%	1.2
CCC(=O)NCCc1nc2cc(NC(=O)c3ccccc3OC)ccc2n1C	5%	-0.4	40	-0.1%	-40%	i	-0.9%	.	-13%	1.1
C=CCN=Cc1c(C)[nH]n(-c2ccccc2)c1=O	0%	1.0	83	1.7%	-41%	i	0.2%	-0.1%	-29%	1.1
O=C(Nc1nnc(-c2ccco2)s1)C1CC1	-1%	-1.7	86	0.6%	-33%	i	-0.1%	0.6%	-12%	1.1
N#CC1=C(c2ccc(-c3ccccc3)cc2)COC1=O	-11%	0.7	43	0.1%	-49%	i	.	1.1%	-9%	1.2
CCc1ccc(/C(C)=N/NC(=O)c2c[nH]c3ccccc23)s1	-24%	4.5	63	-0.1%	-29%	.	.	-3.6%	-12%	.
COc1cccc(C2CC(c3cccs3)=NN2C(=S)Nc2ccccc2)c1OC (configuration not stated)	-8%	-0.2	39	-0.1%	-4%	i	2.5%	1.5%	11%	1.1
CC(NC(=O)C1CCCN(S(=O)(=O)N2CCOCC2)C1)c1ccccc1 (configuration not stated)	-7%	1.0	62	-0.2%	-9%	.	.	-1.0%	8%	.
COc1ccccc1CN1CCCCCC1	-18%[20 µM]	-1.5	52	-0.4%	-14%	.	.	-3.4%	14%	.
Cc1cc(C)c2c(N)c(C(=O)c3ccc(Cl)c(Cl)c3)sc2n1	28%	1.9	34	-0.4%	-31%	i	-1.6%	-5.3%	4%	1.1
CCc1cc(C(=O)N=Nc2c(O)[nH]c3c(Br)cc(Br)cc23)c2ccccc2n1	-23%	8.1	88	0.3%	-35%	i	-3.5%	0.6%	9%	1.4
COc1ccc(-c2cc(C(=O)N3CCCc4ccccc43)no2)cc1	1%	0.2	53	0.0%	-39%	.	-2.3%	-4.2%	-21%	1.1
Cc1ccc(NC(=S)Nc2ncccc2C)c(C)c1	6%	-0.4	52	0.5%	.	i	-2.5%	0.1%	-88%	0.9
COc1ccc(C(=O)N(C)c2c(C)n(C)n(-c3ccccc3)c2=O)cc1OC	-46%	-0.8	85	-0.3%	-21%	i	-0.9%	2.7%	8%	1.1
Cc1ccc(-c2cc(C(=O)Nc3ccc4c(c3)OCCO4)c3ccccc3n2)cc1	-9%	0.0	39	0.1%	-25%	i	-3.1%	2.0%	-15%	1
CC1CCN(CCCNC(=O)c2ccc(Cn3c(=S)[nH]c4ccc(Br)cc4c3=O)cc2)CC1	-25%	4.3	53	0.6%	-21%	i	-2.5%	-6.3%	11%	1.1
COc1cc2nc(C)sc2cc1SC	-22%	0.3	73	1.0%	-7%	i	-1.0%	3.7%	2%	1.1
CC1=C(C(=O)Nc2ccccn2)C(c2cccnc2)n2nnnc2N1 (configuration not stated)	27%	-1.1	56	-0.3%	-17%	i	-0.6%	-0.1%	10%	1.1
O=C1C=C(NNC(=O)c2ccccc2Br)CCC1	2%	0.5	90	0.1%	0%	i	3.8%	3.6%	10%	1.1
Cc1ccc2nc(N(CCCN(C)C)C(=O)CN3C(=O)c4ccccc4C3=O)sc2c1	8%	3.8	56	0.6%	-21%	i	-0.6%	-5.3%	4%	1
CCC(=Nc1ccccc1)C1=C(O)CC(C)(C)CC1=O	-6%	.	.	-0.3%	-22%	i	5.5%	-2.8%	14%	1.1
Cc1c(-n2cc(C(=O)O)c(=O)c3cc(F)c(N4CCCC(O)C4)c(F)c32)c(=O)n(-c2ccccc2)n1C (configuration not stated)	-29%	-0.7	99	-0.4%	-18%	i	-0.6%	3.5%	-4%	1.1
COc1ccc(C(=O)N/N=C/c2sc(=O)n(Cc3cccc(C(=O)O)c3)c2Cl)cc1	-6%	1.5	54	0.2%	-2%	i	.	1.0%	11%	.
CCCCCC(=O)NNC(=O)Cc1ccc([N+](=O)[O-])cc1	4%	-0.9	40	-0.6%	-14%	i	-6.9%	-1.1%	20%	1.4
CCCC(C)NC(=O)COc1ccc(S(=O)(=O)c2ccc(OCC(=O)NC(C)CCC)cc2)cc1 (configuration not stated)	-14%	-1.0	55	-0.1%	18%	i	-2.3%	1.7%	9%	1.1

# Following part.
smiles	KOR beta-arrestin-1	NTR1 ag	NTR1 ag cell count 20 µM	GPR55 activation	NOD1 NF-kB reporter	Yfh1-off respiration	CSM14.1 death rescue	KOR beta-arrestin-2	HEK293 NOD2/NF-kB	TNAP activators
Nc1nonc1OCCN1CCN(c2ccc([N+](=O)[O-])c3cccnc23)CC1	2%	-0.2	43	-0.3%	-9%	i	.	2.2%	-33%	.
Cc1ccccc1NC(=O)/C(C#N)=C/c1ccsc1	-12%	0.6	39	0.3%	-10%	i	-0.9%	-4.0%	-6%	1.1
COC(C)(C)[C@]12CC(O)(c3ccccc3)ON1[C@H]1CCCCC1N2O (some centres not stated)	9%	-1.3	48	-0.1%	-16%	i	1.5%	-6.5%	-7%	1.1
CC(=O)N1c2ccc(S(=O)(=O)N(C)Cc3ccccc3)cc2CC1C (configuration not stated)	-50%	1.0	59	0.3%	16%	.	.	19%	23%	.
OCC(O)/C=N/Nc1nc2ccccc2s1 (configuration not stated)	-8%	-1.1	82	0.2%	-10%	i	-0.6%	-1.8%	0%	1.3
CCO[C@H]1OC(C(=O)N2CCN(C)CC2)=C[C@@H](c2ccc(C(F)(F)F)cc2)[C@@H]1CCCO	-24%	-1.9	86	-0.2%	-17%	i	2.8%	0.2%	-19%	1.1
NS(=O)(=O)c1ccc(NC(=O)CN2C(=O)C3C4C=CC(C4)C3C2=O)cc1 (configuration not stated)	-11%	0.8	31	-0.1%	-28%	i	0.4%	1.3%	0%	1.1
CCOC(=O)c1c(C)nc2c(C#N)cnn2c1C	-1%	-0.1	69	-0.1%	-16%	i	0.2%	0.4%	-3%	1.1
CCOC(=O)CCNCC1COc2ccccc2O1 (configuration not stated)	11%	-0.3	59	-0.2%	-19%	i	-1.6%	-5.6%	2%	1.1
COc1ccccc1/C=C/C=N/n1c(-c2n[nH]c3c2CCC3)n[nH]c1=S	-9%	2.1	48	0.1%	4%	i	.	-0.7%	11%	.
Cc1n[nH]c(C)c1Sc1ccccc1N	16%	-0.5	60	-0.3%	-9%	i	5.6%	-5.6%	17%	1
Cc1occc1C(=O)Nc1nccs1	-24%	-1.8	94	0.0%	-30%	i	-2.5%	0.9%	-19%	1.1
CCC1CCCCN1S(=O)(=O)c1ccc(C(=O)Nc2nnc(-c3cccs3)o2)cc1 (configuration not stated)	8%	-1.3	48	-0.2%	14%	.	-0.9%	5.3%	43%	1.1
COC(=O)C1=C(C)NC(=O)NC1c1c(O)ccc2ccccc12 (configuration not stated)	4%[20 µM]	2.2	70	0.3%	-16%	.	.	-3.5%	-2%	.
Cc1ccc2nc(/C(C#N)=C\c3ccc(Oc4ccc(C(F)(F)F)cc4[N+](=O)[O-])cc3)[nH]c2c1	-21%	8.2	45	0.0%	-27%	i	-2.3%	2.9%	7%	1.1
OCC1(Cc2ccccc2C(F)(F)F)CCN(Cc2ccc3c(c2)CCO3)CC1	17%	0.2	33	-0.2%	-21%	i	-2.4%	-3.1%	6%	1
CN(CC(=O)N1CCCCC1)S(=O)(=O)c1cccc2cccnc12	21%	-2.3	64	0.2%	-2%	i	-1.5%	-3.1%	11%	1.1
O=c1[nH]c(SCc2cccc(F)c2)nc2ccccc12	-22%	2.5	44	-0.3%	-10%	i	.	6.2%	-2%	.
CC/C(C)=N/NC(=O)c1[nH]c2ccc(C)cc2c1-c1ccccc1	-11%[20 µM]	-0.7	58	-0.1%	-14%	i	-0.9%	-3.6%	11%	0.9
CN1CCN(c2nc3c(c(=O)n(C)c(=O)n3C)n2Cc2cccc(Br)c2)CC1	-12%	-0.4	59	-0.2%	-24%	.	.	-4.7%	4%	.
Cc1occc1C(=O)N/N=C/c1cccnc1	-7%	1.0	40	-0.1%	1%	i	1.5%	1.4%	-18%	1
O=C(NCCNC(=O)c1ccco1)c1ccco1	-6%	-1.0	40	0.3%	5%	.	.	-4.7%	9%	.
CCOc1cc(C(=O)NC(C)COC)cc(OCC)c1OCC (configuration not stated)	-10%	0.9	73	-0.2%	8%	i	0.3%	-5.4%	18%	1.1
COC(=O)C(C(=O)Nc1ccccc1C)C1CCCC1 (configuration not stated)	2%	0.6	33	0.2%	-7%	i	1.8%	.	15%	1.2
Clc1cccc(Cl)c1Cn1cc(Br)cn1	3%	0.6	56	-0.1%	-12%	i	-0.6%	-0.2%	8%	1.2

# Ordered by count of non-hydrogen atoms (falling): some entries from above
smiles	KOR beta-arrestin-1	NTR1 ag	NTR1 ag cell count 20 µM	GPR55 activation	NOD1 NF-kB reporter	Yfh1-off respiration	CSM14.1 death rescue	KOR beta-arrestin-2	HEK293 NOD2/NF-kB	TNAP activators
Cc1ccc2nc(/C(C#N)=C\c3ccc(Oc4ccc(C(F)(F)F)cc4[N+](=O)[O-])cc3)[nH]c2c1	-21%	8.2	45	0.0%	-27%	i	-2.3%	2.9%	7%	1.1
Nc1nonc1OCCN1CCN(c2ccc([N+](=O)[O-])c3cccnc23)CC1	2%	-0.2	43	-0.3%	-9%	i	.	2.2%	-33%	.
O=C(NCCNC(=O)c1ccco1)c1ccco1	-6%	-1.0	40	0.3%	5%	.	.	-4.7%	9%	.
Clc1cccc(Cl)c1Cn1cc(Br)cn1	3%	0.6	56	-0.1%	-12%	i	-0.6%	-0.2%	8%	1.2
Cc1occc1C(=O)Nc1nccs1	-24%	-1.8	94	0.0%	-30%	i	-2.5%	0.9%	-19%	1.1

# A portion of the library; rates above refer to the full screens.
